# Compound activity from PubChem.
# TAAR1 ag = agonists of human TAAR1. CHO RD-HGA16 TAAR1, Fluo-8 calcium fluorescence; vehicle wells 0%, saturating PEA agonist 100%. activation, % at 3 µM. 360,000 tested, 0.99% active. AID 624467;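 active = activation above the mean activation of all test compounds in the run plus 3 SD, cut at about 38% in these data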
# Target sequence (Q96RJ0 whole entry, looked up): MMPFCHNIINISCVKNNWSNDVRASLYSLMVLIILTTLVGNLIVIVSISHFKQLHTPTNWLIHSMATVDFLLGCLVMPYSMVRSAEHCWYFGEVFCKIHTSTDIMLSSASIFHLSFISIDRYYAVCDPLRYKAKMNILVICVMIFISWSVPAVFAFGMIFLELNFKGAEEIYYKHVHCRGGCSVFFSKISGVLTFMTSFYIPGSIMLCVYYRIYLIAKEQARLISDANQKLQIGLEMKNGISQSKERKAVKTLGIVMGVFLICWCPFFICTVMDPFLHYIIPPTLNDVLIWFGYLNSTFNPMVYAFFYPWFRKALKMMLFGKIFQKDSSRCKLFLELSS
#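 Benchmarks: low control DMSO, high control PEA (EC100); System: CHO RD-HGA16 cells carrying human TAAR1 plus Gα16; Detection: Fluo-8 fluorescence, 5 s baseline then 140 s kinetic read; Schedule: 17-24 h plating, Fluo-8 75 min 37 °C, 30 min RT; Read-out basis: % activation from peak over basal fluorescence ratio, DMSO-to-PEA scaled.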
# TAAR1 antagonist = human TAAR1 antagonism; Q96RJ0; CHO RD-HGA16 TAAR1, Fluo-8 calcium fluorescence, antagonist; inhibition, % at 3 µM; 360,000 tested, 1.5% active; AID 624466;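 active = inhibition above a per-plate cutoff, the mean inhibition of test compounds on that plate plus 3 SD, cut at about 49% in these data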;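 also: 0% = DMSO plus EC80 beta-PEA response and 100% = DMSO alone without agonist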
#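 Material: CHO RD-HGA16 cells bearing hTAAR1; compound dosing: one-point dosing, 3 µM nominal final; schedule: dye loading 75 min at 37 °C, then 30 min room temperature; measured by: calcium fluorescence with Fluo-8; control set: vehicle and agonist controls; replication: n of 1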
# Active calls of the source: *.
# Start of the data: the first 4 compounds, to show the layout:
canonical_smiles: O=C1NC(Cc2ccc(O)cc2)c2nc3ccccc3c(=O)n2-c2ccccc21 (stereo not drawn)
  TAAR1 ag: 6
  TAAR1 antagonist: -2

canonical_smiles: CCOC(=O)C1=CCN(S(=O)(=O)c2ccccc2Br)C1c1ccc(Cl)cc1 (stereo not drawn)
  TAAR1 ag: 1
  TAAR1 antagonist: 28

canonical_smiles: COC(=O)C1=C(C)N(Cc2ccc(C(F)(F)F)cc2)C(=NCc2ccc(C(F)(F)F)cc2)NC1c1cccc(F)c1 (stereo not drawn)
  TAAR1 ag: 18
  TAAR1 antagonist: 25

canonical_smiles: CCCC(=O)Nc1cccc(C(=O)Nc2ccccc2OCC)c1
  TAAR1 ag: 2
  TAAR1 antagonist: 10

# All compounds of this part, repeating the preview:
canonical_smiles: O=C1NC(Cc2ccc(O)cc2)c2nc3ccccc3c(=O)n2-c2ccccc21 (stereo not drawn)
  TAAR1 ag: 6
  TAAR1 antagonist: -2

canonical_smiles: CCOC(=O)C1=CCN(S(=O)(=O)c2ccccc2Br)C1c1ccc(Cl)cc1 (stereo not drawn)
  TAAR1 ag: 1
  TAAR1 antagonist: 28

canonical_smiles: COC(=O)C1=C(C)N(Cc2ccc(C(F)(F)F)cc2)C(=NCc2ccc(C(F)(F)F)cc2)NC1c1cccc(F)c1 (stereo not drawn)
  TAAR1 ag: 18
  TAAR1 antagonist: 25

canonical_smiles: CCCC(=O)Nc1cccc(C(=O)Nc2ccccc2OCC)c1
  TAAR1 ag: 2
  TAAR1 antagonist: 10

canonical_smiles: COC(=O)[C@]12C[C@H](CC(=O)NCCCN3CCCC3=O)C(=O)N(Cc3ccc4c(c3)OCO4)C1=C[C@H](COCc1ccccc1)O[C@@H]2C
  TAAR1 ag: 6
  TAAR1 antagonist: -31

canonical_smiles: CC(C)CNC(=O)NC(=O)COC(=O)c1cc([N+](=O)[O-])ccc1NCc1ccccc1Cl
  TAAR1 ag: 8
  TAAR1 antagonist: 9

canonical_smiles: CN(c1ccc(NC(=O)Cc2cn(C)c3ccccc23)cc1)c1ccccn1
  TAAR1 ag: -2
  TAAR1 antagonist: 1

canonical_smiles: Cn1cc(CCOCc2ccccc2)c2ccccc21
  TAAR1 ag: -1
  TAAR1 antagonist: -13

canonical_smiles: COc1ccc(-c2nc3c(C)cc(Br)cn3c2Cc2ccccc2C(F)(F)F)cc1OC
  TAAR1 ag: 1
  TAAR1 antagonist: -27

canonical_smiles: O=C(N/N=C/c1ccc2c(c1)OCO2)C(=O)Nc1ccc2ccccc2c1
  TAAR1 ag: 0
  TAAR1 antagonist: -10

canonical_smiles: Fc1cccc(Cl)c1CN1CCN(c2ncc(Cc3ccccc3)cn2)CC1
  TAAR1 ag: 5
  TAAR1 antagonist: -29

canonical_smiles: O=[N+]([O-])c1cccc(COc2ccc(CO)cc2)c1
  TAAR1 ag: 0
  TAAR1 antagonist: 0

canonical_smiles: Cc1ccc(C2NC(=O)c3n[nH]c(C)c32)cc1 (stereo not drawn)
  TAAR1 ag: 0
  TAAR1 antagonist: -16

canonical_smiles: COc1cc2c(c3c1c(=O)c1ccccc1n3C)C=CC(C)(C)O2
  TAAR1 ag: 1
  TAAR1 antagonist: -29

canonical_smiles: COC(=O)[C@]12C[C@H](CC(=O)NCCCCc3ccccc3)C(=O)N(Cc3ccccc3)C1=C[C@H](C(C)C)O[C@@H]2C1CC1
  TAAR1 ag: 0
  TAAR1 antagonist: -57

canonical_smiles: COc1ccc(C(=O)CC2(O)C(=O)N(CN3CCOCC3)c3ccc(Br)cc32)cc1 (stereo not drawn)
  TAAR1 ag: 4
  TAAR1 antagonist: -3

canonical_smiles: Cc1[nH]c2ccccc2c1CC(=O)Nc1ccc(Nc2cccnc2)c(-c2ccc(F)c(F)c2)c1
  TAAR1 ag: 3
  TAAR1 antagonist: 30

canonical_smiles: Cc1cc(Br)cn2c(Cc3cccc(F)c3)c(-c3ccco3)nc12
  TAAR1 ag: 4
  TAAR1 antagonist: -23

canonical_smiles: CCOC(=O)CN1CCCc2nc(C)c(C)cc21
  TAAR1 ag: 1
  TAAR1 antagonist: -9

canonical_smiles: C[C@@H]1CN([C@@H](C)CO)C(=O)CCCn2cc(nn2)CO[C@H]1CN(C)C(=O)c1ccc(N2CCN(C)CC2)cc1
  TAAR1 ag: 0
  TAAR1 antagonist: 15

canonical_smiles: CC(C)C[C@H](NC(=O)c1ccccn1)C(=O)N1CCC[C@H]1C(=O)NCc1ccccc1
  TAAR1 ag: 4
  TAAR1 antagonist: -8

canonical_smiles: COc1ccc(-c2ccc3c(n2)CCCN3S(=O)(=O)c2ccc(C)cc2)cc1
  TAAR1 ag: 2
  TAAR1 antagonist: 24

canonical_smiles: CCCN(C(=O)CCc1cn(CCC)c2ccccc12)c1ccc(Oc2cccnc2)cc1
  TAAR1 ag: 0
  TAAR1 antagonist: 43

canonical_smiles: CCn1c2c(n(C(C)=O)c1=O)C=C(C(=O)N1CCCC1)C(C)C(c1ccccc1)=C2 (stereo not drawn)
  TAAR1 ag: 8
  TAAR1 antagonist: 21

canonical_smiles: COc1ccc(C2CC(=O)C(c3ccc(Br)cc3)=CN2Cc2ccccc2)cc1 (stereo not drawn)
  TAAR1 ag: 0
  TAAR1 antagonist: -28

# In the list so far, 2 have a nitro group on carbon.
canonical_smiles: CC(C)CNC(=O)NC(=O)COC(=O)c1cc([N+](=O)[O-])ccc1NCc1ccccc1Cl
  TAAR1 ag: 8
  TAAR1 antagonist: 9

canonical_smiles: O=[N+]([O-])c1cccc(COc2ccc(CO)cc2)c1
  TAAR1 ag: 0
  TAAR1 antagonist: 0

# (more compounds)
canonical_smiles: C[C@@H]1ON(C)[C@H]2C[C@H]3c4[nH]c5c(-c6ccccc6)cccc5c4CCN3C[C@@H]12
  TAAR1 ag: 5
  TAAR1 antagonist: -7

canonical_smiles: COC(=O)[C@]12C[C@H](CC(=O)NCc3cccc4ccccc34)C(=O)N(CCc3ccc(OC)c(OC)c3)C1=C[C@H](C(C)(C)C)O[C@@H]2C
  TAAR1 ag: 3
  TAAR1 antagonist: -14

canonical_smiles: O=S(=O)(c1ccccc1)N1CCCc2nc(-c3ccc(Br)cc3)ccc21
  TAAR1 ag: 0
  TAAR1 antagonist: 29

canonical_smiles: CCOC(=O)C1=CCN(S(=O)(=O)c2ccc(Br)cc2)C1c1cccc(F)c1 (stereo not drawn)
  TAAR1 ag: 2
  TAAR1 antagonist: 34

canonical_smiles: O=S1(=O)c2cc(Cl)ccc2N2CCC[C@@H]2CN1Cc1ccc(Cl)c(Cl)c1
  TAAR1 ag: 2
  TAAR1 antagonist: -12

canonical_smiles: COc1ccc(NC(=O)Nc2ccc3c(c2)C(=O)N([C@H](C)CO)C[C@@H](C)[C@@H](CN(C)Cc2ccc4c(c2)OCO4)OCCCC[C@H](C)O3)cc1
  TAAR1 ag: 0
  TAAR1 antagonist: -9

canonical_smiles: COCCCNC(=O)C[C@H]1C[C@@]2(C(=O)OC)C(=C[C@H](C(C)C)O[C@@H]2C2CC2)N(Cc2ccccc2)C1=O
  TAAR1 ag: 0
  TAAR1 antagonist: -11

canonical_smiles: C[C@@H]1CNC(=O)c2c(C(=O)N(C)Cc3ccccc3)ncn21
  TAAR1 ag: 4
  TAAR1 antagonist: -10

canonical_smiles: O=[N+]([O-])c1ccc(S(=O)(=O)Nc2ccc(-c3csc(-c4ccccc4)n3)cc2)cc1
  TAAR1 ag: 2
  TAAR1 antagonist: 27

canonical_smiles: COc1cccc(C(=O)N[C@H](C(=O)N2CCC[C@H]2C(=O)NC2CCCC2)c2ccccc2)c1
  TAAR1 ag: 1
  TAAR1 antagonist: -12

canonical_smiles: COc1ccc(NC(=O)CN2CCC3(O)CCCCC3C2c2ccccc2OC)cc1 (stereo not drawn)
  TAAR1 ag: 26
  TAAR1 antagonist: 26

canonical_smiles: CNc1ncn(-c2c(C)cccc2C)c(=O)n1
  TAAR1 ag: 1
  TAAR1 antagonist: -14

canonical_smiles: NC(Cc1ccc(O)cc1)C(=O)NN=Cc1ccccc1O (stereo not drawn)
  TAAR1 ag: 2
  TAAR1 antagonist: -7

canonical_smiles: COC(=O)[C@]12C[C@H](CC(=O)NCc3cccs3)C(=O)N(CCC3=CCCCC3)C1=C[C@H](C(C)(C)C)O[C@@H]2C
  TAAR1 ag: -2
  TAAR1 antagonist: -29

canonical_smiles: Cc1cc(C)c(C2=NOC3c4ccccc4OCC23)c(C)c1 (stereo not drawn)
  TAAR1 ag: 1
  TAAR1 antagonist: -11

canonical_smiles: O=C1[C@@H]2[C@H](C(=O)N1C[C@@H](COCc1ccccc1)Oc1cccc3c1S(=O)(=O)N(CCc1ccc(F)cc1)C[C@H](COCc1ccccc1)O3)[C@@H]1C=C[C@H]2C1
  TAAR1 ag: 3
  TAAR1 antagonist: -7

canonical_smiles: CCOc1cccc(C=NNc2nc(=O)cc(C(=O)OC)s2)c1O
  TAAR1 ag: 2
  TAAR1 antagonist: 10

canonical_smiles: N#Cc1c(-c2ccncc2)c2c([nH]c1=O)-c1ccccc1OC2
  TAAR1 ag: 1
  TAAR1 antagonist: -20

canonical_smiles: CCCCCCCCN1C(=O)[C@@H](CC(=O)NCCCOC)C[C@@]2(C(=O)OC)C1=C[C@H](C(C)(C)C)O[C@@H]2C
  TAAR1 ag: -3
  TAAR1 antagonist: -38

canonical_smiles: Cc1cc(N2CCN(C(=O)OC(C)(C)C)C[C@H]2C)ccc1N1CC[C@@H](O)C1
  TAAR1 ag: 5
  TAAR1 antagonist: -11

canonical_smiles: COc1ccc(/C=C2\C(=O)ON=C2c2cccc([N+](=O)[O-])c2)cc1
  TAAR1 ag: 3
  TAAR1 antagonist: -3

canonical_smiles: COC(=O)C1=C(C)N(C)C(=NCc2ccccc2C(F)(F)F)NC1c1cccc(F)c1 (stereo not drawn)
  TAAR1 ag: 5
  TAAR1 antagonist: 6

canonical_smiles: COc1ccc(S(=O)(=O)N2CCCc3nc(C)c(C)cc32)cc1
  TAAR1 ag: -1
  TAAR1 antagonist: -5

canonical_smiles: CN(c1ccc(NC(=O)CCc2c[nH]c3ccccc23)cc1)c1ccccn1
  TAAR1 ag: 14
  TAAR1 antagonist: 37

canonical_smiles: C[C@H](O)[C@@H]1CN2CCc3ccc(-c4ccc5c(c4)OCO5)cc3[C@@H]2C[C@@H]1N(C)C(=O)c1cccc(Cl)c1
  TAAR1 ag: -2
  TAAR1 antagonist: -31

canonical_smiles: CCOC(=O)[C@@H]1CSCCS(=O)(=O)N1Cc1ccc(C(F)(F)F)cc1
  TAAR1 ag: -1
  TAAR1 antagonist: 7

canonical_smiles: O=C1CC(Cc2ccccc2)C(=O)N1CCCn1ccnc1 (stereo not drawn)
  TAAR1 ag: 3
  TAAR1 antagonist: 8

canonical_smiles: Cn1cc(CC(=O)Nc2ccc(Nc3cccnc3)c(Br)c2)c2ccccc21
  TAAR1 ag: 1
  TAAR1 antagonist: 27

canonical_smiles: CCOC(=O)C1CSCCS(=O)(=O)N1Cc1ccc(Br)cc1 (stereo not drawn)
  TAAR1 ag: -1
  TAAR1 antagonist: -13

canonical_smiles: COc1ccc(Cn2c(C)cc(O)cc2=O)cc1
  TAAR1 ag: 0
  TAAR1 antagonist: 9

canonical_smiles: COC(=O)C1=C(C)N(C)C(=NCc2ccc(C(F)(F)F)cc2)NC1c1cccc(F)c1 (stereo not drawn)
  TAAR1 ag: 21
  TAAR1 antagonist: 14

canonical_smiles: COC(=O)C1=C(C)N(Cc2cccc(C(F)(F)F)c2)C(=NCc2cc(OC)c(OC)c(OC)c2)NC1c1ccc(F)cc1 (stereo not drawn)
  TAAR1 ag: 60*
  TAAR1 antagonist: 52*

canonical_smiles: COC(=O)[C@H](N[C@H](/C=C/c1ccccc1)[C@@H](O)Cc1ccccc1)c1ccccc1
  TAAR1 ag: -1
  TAAR1 antagonist: -3

# An excerpt, so the mix of outcomes need not match the whole.
